GLP-1R agonist: qHTS of GLP-1 Receptor Agonists. HEK293 GLP-1R CRE-luciferase, luminescence, 4-6 h; cells express a hypersensitive GLP-1R form. hit rate 0.007% among 380,000. Potency, µM (titrated, usually from 45.6 µM), inactives show at the top dose activation, actives largely listed as activators. Glucagon-like peptide 1 receptor (Homo sapiens), P43220; note: potency is the fitted concentration of half-maximal effect; % of control where 0% means no effect
Target sequence (P43220 whole entry, looked up): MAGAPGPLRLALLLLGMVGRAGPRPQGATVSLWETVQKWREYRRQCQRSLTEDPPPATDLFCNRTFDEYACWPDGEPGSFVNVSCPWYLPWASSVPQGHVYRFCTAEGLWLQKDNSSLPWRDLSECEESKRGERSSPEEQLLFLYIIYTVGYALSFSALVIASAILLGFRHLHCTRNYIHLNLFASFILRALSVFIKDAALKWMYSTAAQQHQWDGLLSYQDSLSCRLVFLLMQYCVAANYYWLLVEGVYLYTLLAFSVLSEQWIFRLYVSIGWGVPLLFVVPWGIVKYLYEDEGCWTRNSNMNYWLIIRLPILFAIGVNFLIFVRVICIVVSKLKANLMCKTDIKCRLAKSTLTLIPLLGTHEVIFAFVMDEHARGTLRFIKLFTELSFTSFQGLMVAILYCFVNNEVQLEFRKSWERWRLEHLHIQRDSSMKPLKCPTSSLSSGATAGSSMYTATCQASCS
DRD3 agonist: qHTS of D3 Dopamine Receptor Agonist: qHTS; D(3) dopamine receptor (Homo sapiens), P35462; D3R DiscoveRx beta-arrestin cells, luminescence, 90 min; max activation, %; hit rate 0.58% among 410,000; in the data active = max activation above about 30%; note: 0% is about no effect; mostly tested at two doses, the higher about 12 µM
Target sequence (P35462 whole entry, looked up): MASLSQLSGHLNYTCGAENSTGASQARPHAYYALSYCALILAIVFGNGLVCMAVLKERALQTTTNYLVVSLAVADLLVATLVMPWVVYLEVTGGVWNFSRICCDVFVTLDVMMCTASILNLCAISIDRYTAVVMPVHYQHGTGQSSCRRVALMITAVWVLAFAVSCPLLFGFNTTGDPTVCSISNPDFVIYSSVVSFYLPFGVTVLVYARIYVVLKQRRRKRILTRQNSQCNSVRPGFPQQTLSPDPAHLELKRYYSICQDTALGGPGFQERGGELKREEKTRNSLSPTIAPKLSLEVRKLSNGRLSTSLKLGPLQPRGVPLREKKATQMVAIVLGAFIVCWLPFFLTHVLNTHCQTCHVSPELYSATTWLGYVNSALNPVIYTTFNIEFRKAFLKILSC
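Agonist mode: compounds and dopamine controls were applied to plated cells for 90 min at 37 degrees C after an overnight attachment at 1500 cells/well. Luminescent read-out followed 30 - 60 minutes at room temperature with DiscoveRx detection reagent.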
HT1080 IDH1KD tx: qHTS for induction of synthetic lethality in tumor cells producing 2HG: qHTS for the HT-1080-IDH1KD cell line | Potency, µM (highest dose often 46.1 µM), without a hit: at the top dose activity, negative = toxicity, hits mostly cytotoxic | hit rate 2% among 360,000 | AID 686971, 2013 | HT-1080 IDH1 knockdown viability, ATP luminescence, 48 h;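 note: potency is the fitted concentration of half-maximal effect; 0% = DMSO wells and -100% = cell-free medium wells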
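After a 2 h attachment period, IDH1KD HT-1080 cells took pin-transferred compound for 48 h at 37 °C; ATP-based luminescence after 10 min room-temperature reagent incubation reported viability.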
KB-V1 MDR tox: qHTS assay for MDR1-selective chemotherapeutics: Primary screen using the drug-selected MDR subline cells KB-V1; KB-V1 MDR cells viability, CellTiter-Glo, 72 h; Potency, µM (top dose mostly 46.1 µM), for the others: top-dose activity change, negative = cytotoxicity, usual class: cytotoxic; hit rate 3.4% among 400,000; AID 1347076, 2019; note: potency is the fitted concentration of half-maximal effect; % is set by controls: 0 for no effect and ±100 for the full control effect; nearly all actives have a fitted effect of over 60% in size
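Potencies derive from concentration-effect curves fitted to normalized luminescence (CellTiter-Glo) of KB-V1 cells treated for 72 h at 37 degrees C in phenol-red-free DMEM containing 10% FBS.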
HT1080NT lethal: qHTS for induction of synthetic lethality in tumor cells producing 2HG: qHTS for the HT-1080-NT fibrosarcoma cell line. HT-1080-NT fibrosarcoma viability, CellTiter-Glo ATP luminescence, 48 h. Potency, µM (top dose mostly 46.1 µM), inactives show at the highest dose activity, negative = less viability, actives largely listed as cytotoxic. hit rate 1.6% among 360,000;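 note: NT is the 2HG producing partner of a matched IDH1 knockdown line; potency is the fitted concentration of half-maximal effect; 0% = DMSO-treated cells and -100% = media-only wells without cells; nearly all actives have a fitted effect of over 55% in size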
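Fibrosarcoma NT cells, 750 per well in 5% FBS RPMI, were exposed to compound for 48 hours. Viability: CellTiter-Glo luminescence.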
SW480 rereplic: A quantitative high throughput screen for small molecules that induce DNA re-replication in SW480 colon adenocarcinoma cells; SW480 DNA re-replication, Hoechst DNA content imaging, 48 h; AID 624297, 2012; Potency, µM (titrated, usually from 46.1 µM), inactives show at the highest dose re-replication activation, usual class: activators; hit rate 1.8% among 340,000; note: potency is the fitted concentration of half-maximal effect; % of control where 0% means no effect; nearly all actives have a fitted effect of over 55% in size
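SW480 cells exposed to compounds for 48 hr at 37 C, 5% CO2, then Hoechst-stained 40 min. Nuclear DNA content imaged by fluorescence scanning (405 nm excitation, 500-530 nm emission); re-replication scored as increased high-intensity nuclei.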
KB-3-1 tox: qHTS assay for MDR1-selective chemotherapeutics: Primary screen using the parental adenocarcinoma cell KB-3-1; Potency, µM (doses to about 46.1 µM), for inactives: at the top dose activity change, negative = cytotoxic, actives largely listed as cytotoxic; KB-3-1 viability, CellTiter-Glo ATP luminescence, 72 h; hit rate 1.4% among 400,000; note: potency is the fitted concentration of half-maximal effect; % is set by controls: 0 for no effect and ±100 for the full control effect; nearly all actives have a fitted effect of over 60% in size
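Cytotoxicity in the drug-sensitive parental line KB-3-1 was scored as loss of CellTiter-Glo luminescence following 72 h incubation with compound. Values come from curve fitting of normalized concentration-response data.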
D3 antag: qHTS of D3 Dopamine Receptor Antagonist: qHTS | D(3) dopamine receptor (Homo sapiens), P35462 | D3R cells, DiscoveRx beta-arrestin luminescence, antagonist mode; hits give low values | max response, negative = inhibition, % | hit rate 2.5% among 360,000 | AID 652054, 2013; in the data active = max response below about -50%; inconclusive = no clear call, values can overlap the other calls; note: % is set by controls: 0 for no effect and ±100 for the full control effect; mostly tested at two doses, the higher about 12 µM
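Cells plated overnight at 1500 cells/well, then exposed to library compounds with dopamine controls for 90 minutes at 37 degrees C. DiscoveRx reagent added for 30–60 minutes at room temperature; luminescence read, quantitative HTS format.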
IL1B secr inh: qHTS for Inhibitors of Inflammasome Signaling: IL-1-beta AlphaLISA Primary Screen. THP-1 LPS/ATP IL-1B secretion, AlphaLISA, 16 h; hits give low values. activity change, % at 57.5 µM. hit rate 4.7% among 360,000. AID 743279, 2014; in the data active = activity change below about -50%; inconclusive = mostly about -30% to -49%; note: % is set by controls: 0 for no effect and ±100 for the full control effect
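THP-1 cells pretreated 1 hr with compounds (up to 57.5 uM final), then stimulated with LPS (250 ng/mL final) plus ATP (1.25 mM final); secreted IL-1B measured by AlphaLISA after 16 hr, decreased signal indicating inhibition.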
Starred values were filed as active, the others as inactive; ? = inconclusive; nt = not tested or not shown; [ ] = dose if it differs, or a comment. Unless noted, calls come from the whole dose curve; as a rule, active = well fitted curve in the direction sought with a large enough effect; inconclusive = small, poorly fitted or top-dose-only effect, or another doubt; inactive = no such curve, though single readings can be large; an effect the other way counts as inactive or inconclusive. Hits appear at their usual frequency. Share with any hit: about 12%.

1	COc1ccc(-c2nc(CS(=O)CC(=O)N3CCN(C)CC3)c(C)o2)cc1 (stereo not drawn)
2	COc1ccc(-c2nn(-c3ccccc3)cc2C(=O)NC2CCC(C)CC2)cc1 (stereo not drawn)
3	O=C(O)c1ccccc1C(=O)OC1CCCC2CCCC21 (stereo not drawn)
4	COc1ccc(NC(=O)c2ccc(-n3cccn3)nc2)cc1
5	Cc1cc(SCC(=O)NC(=O)c2cccn2C)nc2ccccc12
6	O=C(O)C(CC1CCCCC1)N1CCS(=O)(=O)CC1 (stereo not drawn)
7	O=C(CSc1ccccc1)Nc1cc(S(=O)(=O)N2CCOCC2)ccc1N1CCOCC1
8	CSCCC(NC(=O)c1ccco1)C(=O)NCC1CCCO1 (stereo not drawn)
assay / entry	1	2	3	4	5	6	7	8
GLP-1R agonist	0%	13%	-1%	1%	7%	3%	13%	-7%
DRD3 agonist	-5	7	4	-10	3	-1	-1	-4
HT1080 IDH1KD tx	5%	4%	20%	7%	-2%	12%	5%	-2%
KB-V1 MDR tox	2%	11%	-5%	?	-4%	-13%	-19%	0%
HT1080NT lethal	8%	11%	-3%	2%	3%	0%	0%	1%
SW480 rereplic	-22%	-49%[inhibitor]	-1%	2%	-19%	4%	-26%	-25%
KB-3-1 tox	-8%	4%	1%	11%	0%	-3%	-1%	-10%
D3 antag	-15	-5	-3	18	10	1	1	-4
IL1B secr inh	1	14	19	-14	25	31	-13	1

9	CC1(C(=O)NS(=O)(=O)c2ccccc2Cl)CCN1C(=O)Cc1cccc2ccccc12 (stereo not drawn)
10	COCCNC(=O)NC(=O)COC(=O)c1cccn1C
11	COC(=O)C(C)(C(=O)OC)c1ccc(C(F)(F)F)cc1[N+](=O)[O-]
12	CC1CCN(C(=O)COC(=O)c2ccc(F)c(S(=O)(=O)N3CCOCC3)c2)CC1
13	Cc1ccc(N(C(=O)c2csnn2)C(C(=O)NC(C)(C)C)c2ccncc2)cc1 (stereo not drawn)
14	CC(C)Oc1cc(F)ccc1-c1cc(C(=O)NCc2ccccc2)[nH]n1
15	CC(C)Nc1nc(Nc2ccccc2Cl)c2sccc2n1
16	Cc1ccc(C(OCCN(C)C)c2cccc(C(F)(F)F)c2)cc1 (stereo not drawn)
assay / entry	9	10	11	12	13	14	15	16
GLP-1R agonist	-6%	8%	6%	-1%	2%	22%	?	-8%
DRD3 agonist	-3	-1	4	0	-3	-8	-10	-11
HT1080 IDH1KD tx	2%	4%	-1%	?	-1%	-1%	0%	-20%
KB-V1 MDR tox	-4%	-10%	0%	0%	-2%	0%	?	3%
HT1080NT lethal	-2%	5%	-1%	13%	-8%	3%	-25%	-20%
SW480 rereplic	nt	-5%	3%	-7%	18µM*	nt	nt	23%
KB-3-1 tox	0%	9%	21%	20%	-4%	0%	0%	2%
D3 antag	-6	15	16	18	-18	-17	8	-76*
IL1B secr inh	-1	-14	51	2	12	-26	-63*	-67*

Entries by screen from the entries so far.
Entries 9–16 in GLP-1R agonist read -6%, 8%, 6%, -1%, 2%, 22%, ?, -8%
Entries 9–16 in IL1B secr inh read -1, -14, 51, 2, 12, -26, -63*, -67*
Entries 9–16 in KB-V1 MDR tox read -4%, -10%, 0%, 0%, -2%, 0%, ?, 3%

The results go on:
17	CCCc1nnc(SCC(=O)N2CCCCC2C)n1CC (stereo not drawn)
18	CC(=O)Nc1ccc(C(=O)CCl)cc1
19	Cc1cc2cc(CN(Cc3cccs3)Cc3nnnn3CC3CCCO3)c(=O)[nH]c2cc1C (stereo not drawn)
20	NNC(=S)NC1CC2CC1C1C=CCC21 (stereo not drawn)
21	Cc1ncsc1C(=O)Nc1nc2c(s1)CC(C)CC2 (stereo not drawn)
22	O=C(N/N=C/c1c[nH]c2ccccc12)c1sc2ccccc2c1Cl
23	Cc1ccc(Cn2c(CO)cnc2SCC(=O)Nc2cccc(F)c2)cc1
24	CSc1ccc(/C=N/NC(=O)CNc2cccc3ccccc23)cc1
assay / entry	17	18	19	20	21	22	23	24
GLP-1R agonist	2%	4%	12%	17%	5%	18%	0%	5%
DRD3 agonist	-3	-3	5	-9	-8	9	6	7
HT1080 IDH1KD tx	2%	?	1%[9.24 µM]	4%	?	?	nt	-2%
KB-V1 MDR tox	-9%	?	-11%	9%	-13%	4%	19%	7%
HT1080NT lethal	0%	?	?	4%	?	-12%	nt	-9%
SW480 rereplic	1%	4%	0%	?	?	1%	nt	1%
KB-3-1 tox	-1%	-2%	5%	5%	?	0%	10%	11%
D3 antag	22	2	7	0	10	-19	nt	1
IL1B secr inh	1	-104*	?	12	?	-28	nt	25

25	COc1ccc(CNS(=O)(=O)c2cc(-c3cc(C)no3)ccc2C)cc1OC
26	O=C(CSc1cccc[n+]1[O-])Nc1ccc(Br)cc1Br
27	CN(C)C(=O)CCC(=O)N1CCCC(C(=O)c2ccc3c4c(cccc24)CC3)C1 (stereo not drawn)
28	COc1ccc(-c2c(-c3ccc(OC)cc3O)nc(C)nc2C(F)(F)F)cc1
29	O=c1c2cc(N3CCOCC3)ccc2[nH]c(=S)n1Cc1ccco1
30	Cc1nc2ccc(C(=O)Nc3ccc4c(c3)OCC(=O)N4)cn2c1N(C)C(=O)CCc1ccccc1
31	COc1ccc(S(=O)(=O)N(Cc2ccccc2)Cc2nc(-c3ccccc3)no2)cc1
32	Cn1c(SCC(=O)NN2C(=O)NC(C)(c3ccccc3)C2=O)nnc1-c1ccncc1 (stereo not drawn)
assay / entry	25	26	27	28	29	30	31	32
GLP-1R agonist	3%	1%	9%	-3%	9%	17%	-2%	-5%
DRD3 agonist	2	-12	12	-3	-17	-22	5	-28
HT1080 IDH1KD tx	-6%	-4%	-1%	-11%	?	3%	12%	2%
KB-V1 MDR tox	0%	2%	-13%	-13%	13µM*	13%	-14%	-9%
HT1080NT lethal	-2%	-9%	-18%	-2%	?	0%	7%	-2%
SW480 rereplic	13%	0%	?	-1%	?	nt	?	-2%
KB-3-1 tox	0%	-9%	-7%	-2%	10%	0%	-4%	-16%
D3 antag	-1	8	-3	-10	-13	-11	13	-13
IL1B secr inh	-4	12	-8	25	10	-10	-16	0

Arranged by molar mass (high to low): part of the list above
30	Cc1nc2ccc(C(=O)Nc3ccc4c(c3)OCC(=O)N4)cn2c1N(C)C(=O)CCc1ccccc1
32	Cn1c(SCC(=O)NN2C(=O)NC(C)(c3ccccc3)C2=O)nnc1-c1ccncc1 (stereo not drawn)
29	O=c1c2cc(N3CCOCC3)ccc2[nH]c(=S)n1Cc1ccco1
assay / entry	30	32	29
GLP-1R agonist	17%	-5%	9%
DRD3 agonist	-22	-28	-17
HT1080 IDH1KD tx	3%	2%	?
KB-V1 MDR tox	13%	-9%	13µM*
HT1080NT lethal	0%	-2%	?
SW480 rereplic	nt	-2%	?
KB-3-1 tox	0%	-16%	10%
D3 antag	-11	-13	-13
IL1B secr inh	-10	0	10

(cont.)
33	O=[N+]([O-])c1cccc(/C=N/NS(=O)(=O)c2ccccc2)c1
34	COC(=O)c1cc(NS(=O)(=O)c2ccc3c(c2)c(=O)n(C)c(=O)n3C)cc(C(=O)OC)c1
35	Cc1noc(C)c1S(=O)(=O)N(C)Cc1ccccc1
36	O=S(=O)(c1ccc(Cl)nc1)N1CCC(Cc2ccccc2)CC1
37	Cc1ccc(NC(=O)C(=O)NCC2CCCN2S(=O)(=O)c2cccs2)cc1C (stereo not drawn)
38	CCOC(=O)c1cc(C)nc(S(C)(=O)=O)c1C#N
39	C[C@H](CO)N1C[C@H](C)[C@@H](CN(C)S(=O)(=O)c2cccs2)Oc2ccc(NC(=O)Nc3ccc4c(c3)OCO4)cc2C1=O
40	CC(C)CN(C(=O)C1CCCO1)C1CCS(=O)(=O)C1 (stereo not drawn)
assay / entry	33	34	35	36	37	38	39	40
GLP-1R agonist	7%	0%	4%	-2%	15%	-15%	9%	2%
DRD3 agonist	0	2	-8	-16	9	-9	-20	-3
HT1080 IDH1KD tx	7%	1%	0%	-1%	-24%	21µM*	-6%	16%
KB-V1 MDR tox	1%	?	5%	2%	?	-7%	8%	1%
HT1080NT lethal	14%	21%	-6%	11%	-2%	?	0%	3%
SW480 rereplic	10%	1%	-20%	11%	-2%	?	-3%	-548%[inhibitor]
KB-3-1 tox	-18%	6%	17%	-14%	?	-1%	-6%	2%
D3 antag	-1	6	-25	3	8	-16	?	-18
IL1B secr inh	-2	47	5	19	-11	-106*	?	0

41	O=S1(=O)c2ccc(Br)cc2N2CCC[C@@H]2CN1Cc1ccc(Cl)cc1
42	COc1ccc(NS(=O)(=O)c2cc(NC(=O)c3cccc(OCc4c(C)noc4C)c3)ccc2OC)cc1
43	COc1cc(OC)c2c(-c3cccc(-c4ccc(OC)c(F)c4)c3)cc(=O)oc2c1
44	O=C(O)c1ccccc1OCCOCCOc1ccccc1C(=O)O
45	Cc1ccc(Sc2c(C=O)c3ccccc3n2C)cc1
46	Cc1ccccc1/C=N/NC(=O)CSc1nc2ccccc2o1
assay / entry	41	42	43	44	45	46
GLP-1R agonist	-4%	8%	29%	-18%	-22%	15%
DRD3 agonist	-4	10	-20	23	-11	2
HT1080 IDH1KD tx	5%	-11%	0.65µM*	-2%	?	14%
KB-V1 MDR tox	?	-15%	-29%	2%	?	19%
HT1080NT lethal	6%	0%	?	24%	?	19%
SW480 rereplic	?	?	1.5µM*	-13%	15µM*	1%
KB-3-1 tox	-20%	-27%	0.92µM*	15%	23µM*	0%
D3 antag	?	7	0	16	-5	4
IL1B secr inh	-3	4	54	16	?	-4

Screening results: PubChem, National Center for Advancing Translational Sciences (NCATS)
